# aSyn 5UTR inh = MLPCN primary screen, SNCA 5' untranslated region | alpha-synuclein 5'UTR reporter, inhibitor activity | inhibition, % (tested at 7.5 µM) | hit rate 0.82% among 300,000; in the data active = inhibition above about 60%; inconclusive = no clear call, values can overlap the other calls;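 note: H4 neuroglioblastoma cells stably carrying SNCA 5'UTR luciferase fusion; 0% = DMSO wells and 100% = positive control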
# AI-2 QS modul = modulates the Vibrio harveyi AI-2 quorum sensing system; Vibrio harveyi JMH597 AI-2 luminescence/OD600 ratio, 9 h; hits give low values; strain lacks LuxN and CqsS sensors; 0 = neutral-control median; activity change, % at 7.5 µM; hit rate 0.4% among 300,000; in the data active = activity change below about -75%, passing the limit was not always enough; inconclusive = no clear call, values can overlap the other calls;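 note: luminescence divided by OD600 gain over 9 h not by final OD600 alone; inactives centre near 13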
# HSF1 inhib = HSF1 inhibition. hit rate 0.77% among 300,000. NIH3T3-HGL HSE-luciferase, MG132-induced, luminescence 8 h; hits give low values. activity change, negative = inhibition, % at 7.5 µM (by protocol);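 active = more than half of replicate wells show activity change below -50%, luminescence cut by over half; inconclusive = some wells, but at most half, below -50%; inactive = no replicate well below -50%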;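 note: luciferase reports HSF-1 transcriptional activity via heat shock element; 0% = median of DMSO wells and -100% = zero luminescence signal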
# HSF1 activator = increases HSF-1 driven luciferase reporter signal | NIH3T3-HGL HSF-1 luciferase reporter, MG132, 8 h; 100% = twice DMSO control signal | activation, % at 9 µM | hit rate 1.7% among 300,000 | AID 504408;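 active = mean replicate activation of at least 50% with a set share of replicates each reaching 50%; inconclusive = only one of those two conditions met; inactive = mean below 50% and too few replicates reaching it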;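 note: 0% = median of the neutral control wells and 100% = twice that signal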
# IEC-6 tox = kills IEC-6 intestinal cells in KLF5 counter-screen | IEC-6 cytotoxicity, luminescence viability | inhibition, % at 5 µM | AID 1825 | hit rate 0.78% among 290,000; in the data active = inhibition above about 22%;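 note: 0% = plate median of test compound wells and 100% = cytotoxic reference compound wells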
# HIF activator = HIF pathway transcriptional activation. U2OS HRE-luciferase reporter, luminescence; normalized: DMSO 0%, desferrioxamine 100%. activation, % at 7.5 µM (by protocol). hit rate 0.32% among 300,000. AID 1910;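 active = mean activation of at least 10% of the iron chelator positive control signal, with at least half of replicates also reaching 10%; inconclusive = mean and replicate majority disagree about reaching 10%; inactive = mean and most replicates under 10%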
# KLF5 inhibitor = suppresses KLF5 promoter-driven expression; inhibition, % at 5 µM; DLD-1 KLF5 promoter-luciferase reporter, luminescence; AID 1700; hit rate 0.23% among 290,000;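 active = inhibition above a per-plate limit of that plate's mean compound inhibition plus 3 SD, cut at about 60% in these data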;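 note: 0% = DMSO wells and 100% = LY294002 at 200 µM; higher means less KLF5 promoter-driven luciferase light; inactives centre near -14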
# Platelet DG rel = platelet dense granule release activity. inhibition, %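 (compounds screened at 7.5 µM in platelet-rich plasma)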. hit rate 0.22% among 300,000. human platelet-rich plasma, SFLLRN dense granule ATP release, luminescence;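 active = mean replicate score, as percent of positive control, at or above 50; inconclusive = mean below 50 but at least one replicate at or above 50; inactive = mean and every replicate below 50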
# HSP90 inh = HSP90 refolding inhibition in rabbit reticulocyte lysate; luciferase refolding luminescence, 3 h; inhibition, % at 5.6 µM; hit rate 0.91% among 290,000;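 active = inhibition above the screen-wide mean plus 3 SD, computed separately per campaign, cut at about 16% in these data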;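 note: 0% = DMSO wells and 100% = 60 µM geldanamycin wells; inhibitors lower the luminescence because luciferase stays unfolded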
# HDAC3 inh = blocks human histone deacetylase 3; O15379; recombinant HDAC3, fluorogenic peptide/trypsin coupled, fluorescence; inhibition, % at 8.3 µM; hit rate 0.15% among 320,000; in the data active = inhibition above about 26%, passing the limit was not always enough; inconclusive = no clear call, values can overlap the other calls
# Target sequence (O15379 whole entry, looked up): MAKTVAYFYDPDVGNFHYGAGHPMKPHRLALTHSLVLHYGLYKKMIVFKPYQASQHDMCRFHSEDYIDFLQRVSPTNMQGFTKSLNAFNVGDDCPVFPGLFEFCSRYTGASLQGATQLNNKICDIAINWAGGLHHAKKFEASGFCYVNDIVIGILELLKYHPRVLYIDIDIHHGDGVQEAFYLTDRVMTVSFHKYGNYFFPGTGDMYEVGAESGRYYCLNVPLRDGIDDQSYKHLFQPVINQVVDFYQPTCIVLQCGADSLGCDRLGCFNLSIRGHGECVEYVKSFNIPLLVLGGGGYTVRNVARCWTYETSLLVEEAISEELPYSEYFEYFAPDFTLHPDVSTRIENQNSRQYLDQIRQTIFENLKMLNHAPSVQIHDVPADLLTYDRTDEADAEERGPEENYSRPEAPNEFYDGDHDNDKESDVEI
# * = called active by the depositor; ? = inconclusive; / = not tested or not shown.
SMILES,aSyn 5UTR inh,AI-2 QS modul,HSF1 inhib,HSF1 activator,IEC-6 tox,HIF activator,KLF5 inhibitor,Platelet DG rel,HSP90 inh,HDAC3 inh
COC(=O)N/N=C/c1cn(Cc2ccc(F)cc2)c2ccccc12,54,/,7,27,9,-0.3,-5,17,3,7
COc1cccc(NC(=O)Cc2nnc(SCC(=O)NC3=NCCS3)n2C)c1,-10,6,6,23,2,-0.8,-12,-2,-1,-6
CCCCN(CCCC)C(=S)NC(=O)C(C)(C)C,22,8,-2,12,-6,0.0,-16,20,-6,7
NC(=O)NC(=O)CSc1nc(C2CCCCC2)n(-c2ccccc2)n1,18,26,-10,2,1,-0.3,-26,-1,0,8
O=c1[nH]c2ccccc2nc1/C=C(\O)c1cccs1,-174,15,20,34,8,1.9,7,-1,-4,5
CC(C)c1ccc(N(C(=O)c2cc3ccccc3oc2=O)C2C=CS(=O)(=O)C2)cc1 (centres undefined),-122,18,-22,-24,6,-0.2,-1,-14,3,-2
CC(C)(C)NC(=O)Nc1ccc(F)c(Cl)c1,8,-6,-3,-11,-5,0.1,-41,-1,-4,10
CC(Oc1cccc2cccnc12)C(=O)N/N=C/c1ccc2c(c1)OCO2 (centres undefined),-14,15,3,30,/,0.4,/,10,/,3
O=C(Nc1ccncc1)c1ccccc1-c1ccccc1,-8,2,8,7,7,-0.1,-12,-3,-3,3
COc1ccc(-c2nnc(NC(=O)Cc3ccccc3)s2)c(OC)c1,-3,-5,1,-7,-1,0.1,-2,-1,4,/
COc1ccc(OCc2cc(C(=O)NC(C)Cn3cncn3)no2)c(Cl)c1 (centres undefined),-62,36,11,37,1,1.8,-56,-26,-1,-3
S=C(Nc1ccc(Cl)cc1)N(CCCN1CCOCC1)Cc1ccco1,10,7,7,24,-5,0.1,-13,21,-3,-4
Cc1ccc(S(=O)(=O)Nc2c(Cl)c(Cl)c(O)c3ccccc23)cc1,12,24,-11,-18,15,-0.8,-14,-6,1,-1
COc1ccc(C(=O)Oc2ccc3oc(=O)sc3c2)cc1,-89,25,0,-1,-2,0.2,-7,8,-3,-8
CO/N=C(\CS(=O)(=O)Cc1ccc(OC)cc1)c1ccc(Cl)cc1,-10,19,-1,-4,-11,0.0,-24,13,1,2
CCC(C)c1c(O)nc(SCC(=O)N2CCCCCC2)[nH]c1=O (centres undefined),13,12,0,2,2,0.2,-35,16,-3,1
COc1cccc(C(=O)NC(=O)Nc2nc(C)cc(C(F)(F)F)n2)c1,-17,11,-3,-7,7,0.0,-3,8,-1,/
c1ccc2c(-c3nn[nH]n3)cccc2c1,-27,18,-1,-17,-6,-0.2,-3,-3,-4,1
O=C1CCCN1CCCNC(=S)Nc1cccc2ccccc12,-28,3,37,41,5,1.1,-11,-3,2,-5
COCCCNC(=S)NNC(=O)c1cc(-c2cccnc2)nc2ccccc12,6,13,8,-7,5,-0.8,-32,-2,-2,-5
O=C(/C=C/c1ccc2c(c1)OCO2)c1ccccn1,-140,16,35,60*,-2,3.8,-2,46,4,-2
Cc1cc(O)cc2c(=O)c3ccccc3sc12,-37,25,-1,-15,2,0.7,-10,-7,-1,-1
O=C(COc1ccc(-c2nnco2)cc1)NCc1ccccc1Cl,12,20,-9,6,9,-0.2,-10,-14,3,-2
C(=NCCCN1CCOCC1)c1ccc2c(c1)OCO2,8,13,-1,-3,4,0.0,-38,37,3,-4
O=C(NCC1CCCO1)C(c1ccc(F)cc1)N(Cc1ccc(F)cc1)C(=O)Cn1nnc(-c2cccs2)n1 (centres undefined),-3,20,18,?,-3,-1.1,-10,1,-1,-8
O=C(N/C(=C/c1cccnc1)C(=O)N1CCCCCC1)c1cccc(Br)c1,-3,18,4,3,0,-0.4,-21,-12,6,5
O=C(CNS(=O)(=O)c1ccc(Cl)cc1)OCC(=O)N1CCCc2ccccc21,5,9,-3,3,-5,-0.5,-17,10,-3,0
CCOCC(=O)Nc1c(C(=O)Nc2ccccc2OC)oc2ccccc12,-48,36,-4,-3,10,0.0,-28,6,-5,-15
CCOc1ccc(-n2c(COc3ccccc3)nnc2SCC(N)=O)cc1,17,6,0,6,-6,0.0,-17,-2,-1,-1
N/C(=N\OC(=O)c1ccc(F)cc1)c1ccccc1,-298,-11,8,33,-3,2.8,3,36,-4,4
CCn1cc(C(=O)NCC(C)C)c(=O)c2cc(F)c(N3CCN(C)CC3)cc21,-2,10,-5,-6,3,0.2,-25,-16,2,-18
CCOC(=O)c1ccc(-n2c(N)c(C(=O)NCC3CCCO3)sc2=S)cc1 (centres undefined),5,10,-17,-9,0,0.9,-5,-4,1,-2
CCOc1ccc(N=C/C=C/c2ccccc2)c(O)c1,-67,32,16,45,-1,0.5,-30,0,0,4
O=C(O)C1CCN(C(=O)COc2ccc(Br)cc2)CC1,-1,13,-4,-10,3,-0.7,-19,-6,7,-1
O=C(NC1CCSc2ccccc21)c1ccc(C(F)(F)F)cc1 (centres undefined),-1,5,-11,-11,0,-0.1,1,4,-2,-2
Cc1nc(SC(C)C(=O)NC2CCCCC2C)c2c(C)c(C)sc2n1 (centres undefined),-19,7,-3,-3,-9,-0.5,-14,-3,-2,-12
O=C1CC(C(=O)N2CCN(c3ccccc3O)CC2)CN1Cc1ccccc1 (centres undefined),20,17,4,-8,/,1.9,/,13,/,2
COc1ccccc1CC(=O)NCCc1c[nH]c2ccccc12,10,5,-2,14,-1,2.1,12,5,5,4
CCC(CC)NC(=O)CO/N=C/c1ccc(Cl)cc1Cl,2,18,0,3,-1,-0.6,-8,-2,3,-6
Cn1cc(Cl)c(-c2n[nH]c(=S)n2-c2ccccc2)n1,13,12,-6,-17,-4,0.5,-31,-3,-2,20
CC(c1ccccc1)n1cc(C(=O)NCCN2CCOCC2)nn1 (centres undefined),11,17,-4,7,2,-0.3,18,-5,-2,3
COc1ccccc1C(=O)NNC(=O)c1ccc(Br)o1,-59,16,3,33,3,1.2,-64,-1,0,-5
COc1ccc(C(=O)Nc2ccc([N+](=O)[O-])cn2)cc1OC,-10,7,-9,5,7,0.9,11,8,-2,1
C=CCOc1ccc(C(c2c(C(=O)O)[nH]c3ccccc23)c2c(C(=O)O)[nH]c3ccccc23)cc1,20,-10,3,-8,-4,2.7,-22,-6,-3,1
COc1ccccc1C(=O)Nc1nnc(-c2ccc(Cl)cc2)o1,-54,1,9,20,/,0.3,/,-11,/,2
Cc1nn(-c2ccc([N+](=O)[O-])cc2)c2c1C(c1ccc(OC(F)F)cc1)N1C(=N2)C(=O)Nc2ccccc21 (centres undefined),46,10,4,-1,-1,-0.4,-27,-2,4,-1
Cc1ccc(NC(=O)CNC(=O)c2ccco2)nc1,-2,16,2,5,-6,0.0,-35,12,1,-1
O=C(CO/N=C/c1ccccc1)Nc1c(F)c(F)c(F)c(F)c1F,-3,6,-1,2,-1,0.0,-27,-12,-6,2
COc1ccccc1-c1c(C)nn2c(N3CCCCCC3)cc(C)nc12,30,3,11,3,4,-0.1,6,-20,0,/
COc1cccc(C2C(C#N)=C(N)SC(c3ccccc3)C2[N+](=O)[O-])c1 (centres undefined),20,-5,1,2,-3,-0.1,0,-21,7,5
# Carrying on:
SMILES,aSyn 5UTR inh,AI-2 QS modul,HSF1 inhib,HSF1 activator,IEC-6 tox,HIF activator,KLF5 inhibitor,Platelet DG rel,HSP90 inh,HDAC3 inh
CCCCNC(=O)/C(C#N)=C/c1ccc(F)cc1F,-9,0,-8,3,-4,-0.7,-10,-6,1,8
O=C(NCc1ccco1)c1ccccc1NS(=O)(=O)c1ccc(Cl)s1,3,9,-2,-3,5,-8.2,-6,-24,3,2
COc1cc(OC)cc(-c2nc3ccccc3c(=O)n2OC(=O)c2ccc(C)c(C)c2)c1,17,18,-38,-48,8,0.2,-4,3,3,1
Cc1cccc(NC(=O)COc2cccc3c2CCN(C)C3=O)c1,21,-2,-8,-5,-5,0.0,-2,-10,-3,-2
O=C(Nc1cccc(Cl)c1)N1N=CCC1c1ccccc1 (centres undefined),-14,-1,2,15,2,-0.3,5,-6,1,-2
CN(C)CCCNC(=O)CC(c1ccccc1)c1ccccc1O (centres undefined),8,15,26,33,-1,0.5,-8,6,-2,-5
Cc1ccc(NC(=O)CCCNC(=O)c2ccc(Cl)cc2)c(O)c1,-23,-11,6,-3,4,2.8,-29,-12,3,-2
O=C(c1ccc(N2CCN(C(=O)c3ccc(F)c(F)c3)CC2)cc1)c1cccc(F)c1,19,-4,0,-6,3,-0.1,5,-3,4,-3
COCc1cc(=O)n2[nH]c(C(C)(C)C)cc2n1,12,26,0,17,3,-0.3,-6,-4,-1,-10
COC(=O)c1ccccc1NC(=O)CN1C(=O)c2ccccc2C1=O,-17,1,5,34,/,-0.4,/,2,/,2
CSCCC(Nc1nc2ccccc2s1)C(=O)O (centres undefined),-18,8,-6,14,1,-0.4,-42,6,0,0
Nc1c(N=O)c(=O)[nH]c(=O)n1-c1ccccc1,-6,19,-9,-3,/,-0.4,/,6,/,-6
COc1ccc(NS(=O)(=O)c2cccc(C(=O)NNC(=O)COc3ccccc3)c2)cc1,20,13,3,25,/,-0.4,/,-8,/,-4
O=C(COc1cccnc1[N+](=O)[O-])NCCc1ccc(F)cc1,-5,17,-4,0,-2,-0.4,-31,-22,-3,-1
COc1ccc(C(=O)N2CCN(CC(=O)N3CCOCC3)CC2)cc1,6,1,1,6,-5,0.4,-36,5,-1,-5
CCOC(=O)C(C)Sc1nnc(NC(=O)c2ccc3c(c2)OCO3)s1 (centres undefined),20,4,-8,-3,-5,-1.6,-7,6,4,-4
Cn1c(=O)[nH]c(=O)c2[nH]c(NCCCN3CCOCC3)nc21,4,5,-1,25,3,-0.1,7,-3,2,1
COc1ccc(S(=O)(=O)N2CC(C(=O)O)Oc3ccccc32)cc1 (centres undefined),10,30,-3,1,-10,-0.9,-58,-5,-1,0
Cc1sc2nc(SCC(=O)NCCO)n(C)c(=O)c2c1C,11,15,4,8,1,0.1,-10,2,2,4
CCOC(=O)C1(O)CC(C)=NN1C(=O)c1cccc(Cl)c1 (centres undefined),2,26,-5,-5,4,0.6,-7,-28,-1,-4
c1ccc(-c2csc3ncnc(NCC4COc5ccccc5O4)c23)cc1 (centres undefined),14,27,-11,-14,10,-1.0,3,6,9,1
CS(=O)(=O)Nc1ccc(C2=NN(C(=O)CCCC(=O)O)C(c3cccs3)C2)cc1 (centres undefined),1,10,-2,-11,1,-2.0,-41,1,-3,-79
COc1ccc(CCNc2ccc(C(CC(N)=O)NC(=O)Cc3cccc4ccccc34)cc2[N+](=O)[O-])cc1 (centres undefined),11,23,3,2,/,0.3,/,4,/,-7

# Quoted from the listing (3 entries):
SMILES,aSyn 5UTR inh,AI-2 QS modul,HSF1 inhib,HSF1 activator,IEC-6 tox,HIF activator,KLF5 inhibitor,Platelet DG rel,HSP90 inh,HDAC3 inh
O=C(COc1cccnc1[N+](=O)[O-])NCCc1ccc(F)cc1,-5,17,-4,0,-2,-0.4,-31,-22,-3,-1
COc1ccc(C(=O)N2CCN(CC(=O)N3CCOCC3)CC2)cc1,6,1,1,6,-5,0.4,-36,5,-1,-5
CCOC(=O)C(C)Sc1nnc(NC(=O)c2ccc3c(c2)OCO3)s1 (centres undefined),20,4,-8,-3,-5,-1.6,-7,6,4,-4

# Screens as filed in PubChem.
